ARNT-TACC3 inh: disrupts binding between human ARNT and TACC3. Q9Y6A5. inhibition, % at 9.99 µM. 390,000 tested, 0.66% active. AlphaScreen His-ARNT PAS-B/GST-TACC3 binding, luminescence; TACC3 fragment carries E629A point mutation;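 active = mean inhibition of replicates at least 50% and at least half of replicates each reaching 50%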;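 note: 0% = complete ARNT plus TACC3 wells and 100% = ARNT alone without TACC3; many hits fall short of the cut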
Active calls of the source: *. These rows are one share of the data; rates above refer to the full screens.

Compound | ARNT-TACC3 inh
Fc1ccc(-c2nnc3sc(C4COc5ccccc5O4)nn23)cc1 (stereo not drawn) | 35.8
COc1ccc(OC)c2[nH]c(=O)c(CCNS(=O)(=O)c3ccc(C)cc3)cc12 | -15.1
Cc1nc2ccccc2c(=O)n1/N=C/c1ccccc1 | -2.7
Cc1cc(C)c2c(c1)/C(=N/NS(=O)(=O)c1ccccc1)CCC2 | -5.1
NC(=O)NC(=O)CSc1cccc(C(F)(F)F)c1 | 6.9
CC(NC(=O)COc1ccccc1)C(c1ccccc1)N1CCN(C)CC1 (stereo not drawn) | -0.5
O=C(Cn1cnc2ccccc2c1=O)NCCC(=O)N1CCN(Cc2ccccc2)CC1 | -2.3
CCOC(=O)COn1c(=O)c(=O)n(O)c2ccccc21 | -6.0
C=CCOc1ccc(C2/C(=C(\O)c3ccc(F)cc3)C(=O)C(=O)N2CCCN(C)C)cc1 (stereo not drawn) | -3.9
CCOc1ccc(Cc2nnc(N)s2)cc1OCC | -1.0
COc1ccc(CCN(Cc2cccs2)S(=O)(=O)c2ccc(-n3cnnn3)c(OC)c2)cc1OC | -4.8
Cc1ccc(S(=O)(=O)NNC(=S)Nc2ccccc2)cc1 | 8.3
CCOc1ccccc1NC(=S)NCc1ccco1 | -0.3
Cc1ccc(-c2cc(C(F)(F)F)n3ncc(C(=O)O)c3n2)cc1 | -1.3
COc1ccc(NC(=O)Nc2cccc(OC)c2)cc1 | -3.7
CC(C)(C)NC(=O)NC(=O)COC(=O)CNC(=O)c1cccc(F)c1 | -2.3
CC1CCCCN1S(=O)(=O)c1ccc(NC(=O)CSc2nnnn2C)cc1 (stereo not drawn) | -20.7
CCOc1cc(C(=S)N2CCOCC2)ccc1OC | 0.6
O=C(NCCCCNC(=O)c1cccnc1)c1cccnc1 | -9.9
Cc1ccc(C(=O)NC2CC(C)(C)NC(C)(C)C2)cc1C | 0.2
CCCn1c(SCC(=O)NCCc2ccc(Cl)cc2Cl)n[nH]c1=O | -4.2
CCCc1nn(CCc2ccccn2)c(N)c1CC | -2.6
O=C(COc1ncnc2ccccc12)N1CCN(C(=O)c2ccco2)CC1 | -11.1
Cn1c(=O)c2c(ncn2CC(=O)N2CCCc3ccccc32)n(C)c1=O | -12.4
COc1ccc2[nH]c(=O)c(CN(C)C(=O)C3CCCCC3)cc2c1 | 5.2
N#CCSc1nc(N)c(C#N)c(C2CCCCC2)c1C#N | 19.0
COc1ccc(C(C(=O)NC2CCCCC2)N(Cc2cccs2)C(=O)Cc2c[nH]c3ccccc23)cc1OC (stereo not drawn) | 17.3
CC1CCCN(CCCNC(=O)C2CCC(CNS(=O)(=O)c3cccc4nsnc34)CC2)C1 (stereo not drawn) | 1.2
Cc1nn(C)c(C)c1CN(C)S(=O)(=O)c1ccc(F)cc1 | -3.3
Cn1c(-c2ccc(CN3CCCCC3)o2)nc2ccccc21 | -8.2
COc1ccc(-n2c(N)c(-c3nc4ccccc4n3C)sc2=S)cc1 | 10.0
Cc1ccc(Sc2nc(C)cc(C)c2S(C)(=O)=O)cc1 | -3.1
Cc1ccc(-c2cc3nc4c(c(=O)n3[nH]2)CCCC4)cc1 | 31.9
Cc1ccc(S(=O)(=O)c2nc(-c3ccccc3)oc2NCCN2CCOCC2)cc1 | -6.0
Cc1ccccc1NC(=O)NCCc1nc2ccccc2[nH]1 | -0.6
CCCCn1c(SCC(=O)NCc2ccco2)nnc1-c1ccco1 | -1.5
CNc1nc(-c2ccc([N+](=O)[O-])cc2)cs1 | -0.9
Cc1csc(NC(=O)C2CCCCC2)n1 | -3.1
O=C(CCCc1ccccc1)Nc1cccc2c1CCCC2 | -4.9
COC(=O)C1=CN(c2cccc(C)c2)C=C(C(=O)OC)C1c1cc(OC)c(O)c([N+](=O)[O-])c1 | 6.7
CN(C)c1cccc(C(=O)NC2CCCCCC2)c1 | 4.6
Cc1ccc2cc3c(NC(=O)c4ccco4)nn(CC(C)C)c3nc2c1 | -10.8
COC(=O)c1cc(-c2c(C)oc3cc(OC)ccc3c2=O)c(C)o1 | 5.7
Cc1ccc(NC(=O)NC(=O)N(c2ccccc2)S(C)(=O)=O)cc1 | -1.5
Cc1onc(-c2c(F)cccc2Cl)c1C(=O)OCn1nnc2ccccc2c1=O | 2.3
Cn1cccc1C(=O)NC(=O)COC(=O)c1ccc(S(C)(=O)=O)c([N+](=O)[O-])c1 | 28.0
Cc1ccc(N2C(=O)N3[C@H]4c5ccccc5OC[C@@H]4[C@@H](c4ccccc4)[C@@]3(C)C2=O)cc1 | 2.3
O=c1n(-c2ccccc2)c(=O)n2n1CCCC2 | -2.4
O=C(CSc1ccc(Cl)cc1)Nc1ccc(N2CCN(c3ccccc3)CC2)c(F)c1 | 6.9
CCN(CC)C(=O)CCCOc1ccc(Cl)cc1Cl | 3.8

Going on with the list:
Compound | ARNT-TACC3 inh
CN(/N=C/c1cccnc1)c1cnn(-c2ccc(F)c(Cl)c2)c(=O)c1Cl | 5.9
COC(=O)c1cc(C(=O)OC)cc(S(=O)(=O)Nc2ccc(Cl)c(N)c2)c1 | -7.2
COc1ccc(S(=O)(=O)N2CCC(C(=O)N3CCCC3)CC2)cc1Cl | -12.8
Cc1ccccc1NC(=O)c1ccc(N/N=C/c2ccccc2O)c([N+](=O)[O-])c1 | -8.2
Cc1ccc2ccccc2[n+]1CCCS(=O)(=O)[O-] | -3.6
COc1cc(C2Nn3c(nnc3-c3ccccc3OC)S2)ccc1O (stereo not drawn) | -3.6
Cc1nn(C)c(C)c1CN(C)C(=O)CCCC(=O)O | 18.4
COc1ccccc1CNCc1ccc(OC)c(OC)c1OC | 1.5
COc1ccc(N2CCN(CCCNC(=O)CCCn3c(=O)[nH]c4ccsc4c3=O)CC2)cc1 | 3.6
O=C(c1ccccc1)N1CCN(Cc2c[nH]c3ccccc23)CC1 | 5.0
CCOC(=O)c1nn(-c2ccc(Cl)cc2)c2nc(Nc3ccccc3)cc(=O)n12 | 2.0
COC(=O)Cc1c(C)c2ccc(OCc3nn[nH]n3)cc2oc1=O | -0.5
Cc1ccc(-c2nn(CC(N)=O)c(=O)c3ccccc23)cc1S(=O)(=O)N(C)C | 1.3
N#CC1=C2C=CC=CN2CC1=O | 12.9
COc1ccccc1C(=O)NCCn1ccc2ccccc21 | 7.7
COc1ccc(/C=C2\Oc3cc(OCC(=O)N4CCC(C(=O)O)CC4)ccc3C2=O)c(OC)c1 | -7.1
CCOC(=O)CSc1nc(N)c(C#N)c(-c2ccc(OCC)cc2)c1C#N | -6.0
CCN(C(=O)Cc1c(C(=O)O)[nH]c2ccccc12)c1ccc(OC)cc1 | 0.1
O=C(COc1ccc(S(=O)(=O)NC2CCCCC2)cc1)NCc1ccccn1 | 25.8
O=C(CCC(=O)NC1CCN(Cc2ccccc2)CC1)NCc1ccco1 | -9.3
CCOC(=O)Cc1csc(NC(=O)c2csc3c2CCCC3)n1 | 10.6
O=C(c1ccco1)N1CCN(c2ncnc3c2oc2ccccc23)CC1 | 22.4
COc1ccccc1Nc1ncnc2c1oc1ccccc12 | -10.2
COC(=O)c1ccccc1NC(=O)C1CCN(C(=O)c2ccc(OC)cc2)CC1 | 6.0
COc1ccc(Cl)cc1NC(=O)CC(C)=O | -2.1

Ordered by heavy-atom count (ascending): some entries from above
Compound | ARNT-TACC3 inh
COc1ccc(Cl)cc1NC(=O)CC(C)=O | -2.1
O=C(c1ccccc1)N1CCN(Cc2c[nH]c3ccccc23)CC1 | 5.0
O=C(c1ccco1)N1CCN(c2ncnc3c2oc2ccccc23)CC1 | 22.4
Cc1ccccc1NC(=O)c1ccc(N/N=C/c2ccccc2O)c([N+](=O)[O-])c1 | -8.2

Going on with the list.
SMILES,ARNT-TACC3 inh
Fc1ccccc1OCCCCn1cncn1,-1.7
COc1ccc(NC(=O)NC(C)c2ccncc2)cc1OC (stereo not drawn),2.3
CSc1nnnn1-c1ccc(C(=O)OCC(=O)N2CCOCC2)cc1,-8.3
CCOc1ccc(-n2ccnc2SCC(=O)Nc2nnc(CC)s2)cc1,11.7
Cc1ccccc1CN1C2=NCCCN2c2ccccc21,-3.4
CCOC(=O)NNC(=O)c1ccc(Cl)cc1,-6.3
O=C(O)c1cnc(-c2ccccc2)nc1Sc1ccc(Cl)cc1Cl,4.2
CCN(C(=O)CSc1nnc(Cn2nnc3ccccc32)o1)c1nc(-c2ccccc2)cs1,1.8
CC1C(C(=O)Nc2ccccc2)CCCC1(C)C(=O)O (stereo not drawn),-21.4
Cc1cccc(Sc2nc(-c3ccccc3)ccc2C#N)c1,-8.8
O=C(CSc1nnc(-c2cccs2)n1-c1ccccc1)N1CCCc2ccccc21,-21.7
COC(=O)c1cc(C(=O)Nc2cc(C)ccn2)cc([N+](=O)[O-])c1,-1.4
CN1CC(=O)N(CC(=O)NCc2ccc(F)cc2)c2ccccc2C1=O,1.3
CCN1CCCC1CNC(=O)Cn1cccc1C(=O)c1ccccc1C (stereo not drawn),5.2
O=C(Nc1ncc2c(n1)-c1ccccc1CC2)c1ccccc1,-6.0
Cc1onc(-c2ccccc2)c1C(=O)NCC1CCCO1 (stereo not drawn),2.4
Cc1ccc(NC(=S)NNc2ncc(C(F)(F)F)cc2Cl)c(C)c1,19.0
O=C1c2cccc3cccc(c23)C(=O)N1c1nccs1,-11.3
O=C(CSc1nc2ccccc2o1)N1CCN(C(=O)c2ccco2)CC1,-1.7
CCCCNC(=O)CCn1c(=O)c2ccccc2n(CC(=O)N2CC(C)CC(C)C2)c1=O (stereo not drawn),-0.6
Cc1cc(OCC(=O)N2CCOCC2)cc2oc(=O)c3ccccc3c12,-4.2
CCN(CC)C(=O)C1CCN(S(=O)(=O)c2cccc3nonc23)CC1,-3.8
O=C(Oc1cc(-c2ccccc2)no1)c1ccc(F)cc1,-2.3
Cc1cccc(NC(=S)Nc2ccc(Br)cc2)c1,6.6
CC(=O)Nc1nc(N)n(-c2ccccc2)n1,2.0
CCC(=O)Nc1ccc(F)c(Cl)c1,-2.9
O=C(Cc1ccccc1)NNC(=O)c1cccs1,-1.1
O=C(NCc1cccs1)c1ccc2c(c1)ncn2C1CCCC1,-8.4
Cc1nc2scc(-c3cccs3)c2c(=O)o1,-6.9
O=C(Nc1ccc2c(c1)OCO2)c1ccc(COc2ccc3c(c2)CCC3)o1,-0.6

3 entries picked at random from the list so far:
SMILES,ARNT-TACC3 inh
Cc1cccc(NC(=S)Nc2ccc(Br)cc2)c1,6.6
Cc1cc(OCC(=O)N2CCOCC2)cc2oc(=O)c3ccccc3c12,-4.2
O=C(NCc1cccs1)c1ccc2c(c1)ncn2C1CCCC1,-8.4

Carrying on:
SMILES,ARNT-TACC3 inh
CCS(=O)(=O)c1ccc2oc(SCC(=O)NC(C)C3CC4CCC3C4)nc2c1 (stereo not drawn),38.2
NC(=O)c1sc2nccc(Nc3ccccc3)c2c1N,6.0
O=C(c1ccco1)N1CCN(c2ccccc2F)CC1,-2.0
Cc1cc2n(n1)C(c1ccc(O)cc1)Nc1ccccc1-2 (stereo not drawn),31.8
CC(CNCC1CCCO1)COc1cccc2ccccc12 (stereo not drawn),-2.3
N#Cc1c(N)nc2c(c1-c1cccc(O)c1)CCCCCC2,-3.0
CCOc1nc(NCc2ccco2)nc(Nc2ccccc2F)n1,0.2
Cc1ccc(C(C#N)c2ccc3c(C(F)(F)F)cc(C(F)(F)F)nc3n2)cc1 (stereo not drawn),7.7
CCN1c2ccccc2-c2nc3ccccc3n2C1c1ccco1 (stereo not drawn),-7.4
c1ccc2[nH]c(CSc3nc4ccccc4o3)nc2c1,-0.8
CC(C)N(C(=O)CSc1nn2c(=O)c(C(C)(C)C)nnc2s1)c1ccccc1,-0.9
CC1CN(C(=O)c2cccs2)CCN1C(=O)c1cccs1 (stereo not drawn),1.0
CCN(CC)S(=O)(=O)c1ccc(NC(=O)C2COc3ccccc3O2)cc1 (stereo not drawn),-6.9
Cn1c(N2C(=O)CC(Cc3ccccc3)C2=O)nc2ccccc21 (stereo not drawn),-5.0
Nc1c(C(=O)NCc2ccc(F)cc2)c2nc3ccccc3nc2n1CCCN1CCOCC1,-33.6
CC(=O)Nc1ccc(N/C=C/C(=O)c2ccc(Br)cc2)cc1,-1.6
CCn1cnc2sc(C(=O)O)c(C)c2c1=O,2.6
O=C(NCCc1ccccc1)c1cnn2c(C(F)F)cc(C3CC3)nc12,0.7
Cc1cc(O)c(C(C)C)cc1NC(=O)c1ccc(Cl)cc1,8.3
c1cncc(CNc2c3c(nc4nnnn24)CCCC3)c1,1.9
CC1CCN(CC(=O)n2c3c(c4ccccc42)CCCC3)CC1,-2.0
Cn1c(=NC(=O)CSCC(=O)N2CCCCC2)sc2ccccc21,-1.4
COc1cc(C(=O)N2CCN(c3ncnc4sc(C)c(C)c34)CC2)cc(OC)c1OC,-1.6
Cn1c(=O)[nH]c(=O)c2c1nc(N1CCOCC1)n2CCN1CCOCC1,-4.1
CC1CN(S(=O)(=O)Cc2ccccc2)CC(C)O1 (stereo not drawn),-6.5
N#CC1=C(N)NC(SCc2ccc(F)cc2)=C(C#N)C12CCCCC2,5.4
CO/N=C(\Cn1ncc(NC2CCCCC2)c(Br)c1=O)c1ccc(Cl)cc1,-1.3
COc1ccc(OCCCC(=O)NCC(C)C)cc1,-4.3
CC(C)(C)C1CCC2(CC1)C(Nc1cccc(C(F)(F)F)c1)=NC(=S)N2CC#N (stereo not drawn),8.4
COc1ccc(CC(C)N2CCN(c3ccccc3OC)CC2)cc1OC (stereo not drawn),-1.8
COc1ccc(OCC(O)CNCc2ccco2)cc1 (stereo not drawn),5.2
C=CCn1c(SCC(=O)NC23CC4CC(CC(C4)C2)C3)nc(O)cc1=O,2.2
COc1cc2c(cc1OC)C1=NC(=O)CN1C(SCc1ccccc1)=N2,5.9
COC(=O)c1cc(=O)n(Cc2ccco2)c(=Nc2ccc(F)cc2)s1,11.7
O=C(CNC(=O)/C(=C\c1ccc(F)cc1)NC(=O)c1ccccc1)OCc1ccccc1,1.7
O=c1[nH]c(CN2CCc3ccccc3C2)nc2ccccc12,20.7
CC1CCN(c2cc(C#N)c(C#N)cc2[N+](=O)[O-])CC1,-0.2
COc1ccc(CNc2nn[nH]n2)cc1OC,-47.5
